AID inh – inhibitors of human activation induced cytidine deaminase. Q9GZX7. 91,000 compounds, 0.32% hits. AID deamination FRET fluorescence, UDG-coupled, 4 h. Potency, µM (series often up to 115 µM), without a hit: top-dose activity change, negative = inhibition, actives largely listed as inhibitors; further: nearly all actives have a fitted effect of over 25% in size
Target sequence (Q9GZX7 whole entry, looked up): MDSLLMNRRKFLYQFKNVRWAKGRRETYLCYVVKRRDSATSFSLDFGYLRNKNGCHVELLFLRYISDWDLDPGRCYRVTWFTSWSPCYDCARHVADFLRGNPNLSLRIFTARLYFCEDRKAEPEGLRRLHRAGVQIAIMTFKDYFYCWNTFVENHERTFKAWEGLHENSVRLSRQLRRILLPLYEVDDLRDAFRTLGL
UDG counter – UDG inhibition counter-screen | FRET deamination/UDG coupled assay, UDG read, 4 h | Potency, µM (doses to about 115 µM), for inactives: at the highest dose activity change, negative = inhibition, actives largely listed as inhibitors | 91,000 compounds, 0.14% hits | AID 1347430; further: nearly all actives have a fitted effect of over 65% in size
Starred values were filed as active, the others as inactive; ? = inconclusive; [ ] = dose if it differs, or a comment. The call rests on the fitted dose curve; in most records, active means well fitted curve in the direction sought with a large enough effect; inconclusive means small, poorly fitted or top-dose-only effect, or another doubt; inactive means no such curve, though single readings can be large; an effect the other way counts as inactive or inconclusive. On the % scale 0 is the no-effect control and ±100 the full control effect; potency means the concentration at half of the fitted maximal effect. This is a subset. The share of hits here may be higher or lower than overall.

SMILES	AID inh	UDG counter
Cc1ccc(N2CC(NC(=O)c3cccc(Cl)c3)CC2=O)cc1C (stereo not given)	8.1%	5.6%
COc1ccccc1CNC(=O)c1cc2cccc3c2n1CC(C)S3 (stereo not given)	-20.5%	30.6%[activator]
O=C(CSc1nc2c([nH]c3ccccc32)c(=O)n1-c1ccccc1)N1CCc2ccccc21	13.4%	-0.3%[57.5 µM]
CC(C)c1ccc(CN(C)CC(=O)NC(N)=O)cc1	4.2%	4.4%
CCc1ccc(C(N)c2cccs2)cc1 (stereo not given)	-7.9%	-15.5%
CCCCOCCCNC(=O)c1ccccc1SCC	-0.7%	5.1%
COCCn1cnc2c1c(O)nc(=O)n2Cc1ccccc1	-9.4%	-11.6%
Cc1cccc(/C=C/C(=O)c2cccs2)c1	-13.8%	-5.1%
C/C(Cc1ccccc1)=N\NC(=O)c1ccc(C(C)(C)C)cc1	6.0%	0.9%
COCCCNC(=O)CSC1=Nc2ccccc2C2=NC(CCC(=O)NCc3ccc(OC)cc3)C(=O)N12 (stereo not given)	26.9%	-3.1%
CC(Sc1ccc2ccccc2n1)C(=O)NC1CC1 (stereo not given)	1.3%	3.6%
COc1ccc(CC(=O)NCCc2sc(-c3cccc(F)c3)nc2C)cc1	-23.6%	0.6%
Cc1ccc(C(=O)Nc2ccc(NC(=O)c3cccs3)cc2)cc1C	21.6%	5.6%
Cc1ccc(C)c2[nH]c(C(=O)O)cc12	-0.4%	-1.0%
Cc1ccccc1CCNC(=O)c1ccc(Cn2c(=O)c3cccn3c3cccnc32)cc1	-5.0%	3.9%
Cc1cccc(NC(=O)CCNS(=O)(=O)c2cccc3nonc23)c1	13.6%	3.6%
Cc1ccc(Cl)cc1NC(=O)Cn1c(SCC(=O)NCc2ccccc2)nc2ccccc21	-2.9%	-15.0%
O=C(NCCc1ccccc1)c1ccc2nc(N3CCCCC3)sc2c1	1.1%	3.7%
O=C(OCc1cccc2ccccc12)c1ccc(N2CCOCC2)nc1	-14.8%	-2.1%
CCCC(=O)Nc1cc2nn(-c3ccccc3)nc2cc1C	43.6%[activator]	-15.1%
CC(NC(=O)CSc1ccc2c(c1)OCCCO2)c1ccc2ccccc2c1 (stereo not given)	-18.1%	-9.1%
COC(=O)c1cc2sc(C)cc2n1CC(=O)Nc1ccc(C)c(C)c1	10.5%	1.6%
O=C(NC1(C(F)(F)F)NC(=O)N(CCc2ccccc2)C1=O)c1ccccc1F (stereo not given)	6.6%	-5.7%
Cc1c(-c2nc(-c3ccccc3)no2)nnn1-c1cccc(C(F)(F)F)c1	1.6%	-2.3%
CCOC(=O)C1(C)C=C(Nc2ccc(CC)cc2)C(=O)N1c1ccc(CC)cc1 (stereo not given)	-15.0%	-7.9%
O=c1c2cnn(-c3ccc(Cl)cc3)c2ncn1Cc1cccc(C(F)(F)F)c1	-5.2%	-5.7%
Cc1cc(Cl)ccc1NC(=O)C1CCCc2ccccc21 (stereo not given)	-1.4%	-3.1%
COc1ccc(N(CC(=O)Nc2ccc(Cl)cc2C)S(=O)(=O)c2ccccc2)c(OC)c1	?	-27.9%
CN(C)CCCNCCc1ccccc1	2.0%	-1.1%
Cc1cc(-c2ccc(N=Cc3cccc(Cl)c3)c(C)c2)ccc1N=Cc1cccc(Cl)c1	45.0%[activator]	?

Single records (already shown). Values in the order: AID inh | UDG counter
`COc1ccccc1CNC(=O)c1cc2cccc3c2n1CC(C)S3` (stereo not given) reads -20.5% | 30.6%[activator]
`Cc1c(-c2nc(-c3ccccc3)no2)nnn1-c1cccc(C(F)(F)F)c1` reads 1.6% | -2.3%

Further compounds follow:
SMILES	AID inh	UDG counter
O=C(/C=C/c1cccc(Br)c1)c1cccc(O)c1	-16.9%	-3.9%
COC(=O)c1cc(O)cc(C(=O)OC)c1	7.8%	-6.0%
Cc1cccc(N2CCN(C(=O)c3cc4c(=O)oc5ccccc5c4s3)CC2C)c1 (stereo not given)	12.0%	-17.0%
CCOc1ccc(NC(=O)c2ccc(-c3ccccc3)s2)cc1	5.5%	-8.5%[57.5 µM]
Cc1ccc(NC(=O)CCc2c(C)nc3cc(-c4ccccc4)nn3c2C)cc1F	-4.1%	-5.5%
CC(=O)c1cccc(NC(=O)c2ccccc2SCc2cccs2)c1	-7.5%	3.0%
Cc1nn(CCCC(=O)NCc2ccccc2Br)c(=O)c2c1sc1ccccc12	1.0%	-7.1%
O=C(NCC1CCCO1)c1ccccc1-c1nc(-c2ccccc2)no1 (stereo not given)	1.2%	-1.6%
Cc1[nH]c2ccccc2c1C(=O)c1cc2ccccc2o1	-12.4%	-4.0%
CN(CC(=O)N(C)C1CCS(=O)(=O)C1)c1ccc2ccccc2c1 (stereo not given)	28.6%	-2.5%
COc1ccc(Cl)cc1C(=O)Nc1ccc2nc(Nc3cccc(Cl)c3)cc(C)c2c1	?	-7.7%
COc1ccc(OC(C)C(=O)NCc2nc(-c3cccc(C)c3)no2)cc1 (stereo not given)	-20.5%[57.5 µM]	-13.8%[57.5 µM]
CCC(C)OC(=O)Cn1nnc2sc3c(c2c1=O)CCCC3 (stereo not given)	-2.4%	4.7%
O=C(Nc1ccc(Cl)cc1)C1Sc2nnc(-c3ccccc3)n2NC12CCCCC2 (stereo not given)	-20.5%	-12.7%
Cc1ccc2c(c1)C(=O)OC(C(=O)Nc1ncc(Cc3ccc(Cl)cc3)s1)C2 (stereo not given)	8.3%	13.9%
CC(C)c1ccc(NS(=O)(=O)c2cc(Br)cc3c2N(C(=O)C2CC2)CC3)cc1	-7.9%	-4.2%
COc1ccc(C(=O)N(Cc2sccc2C)C2CCS(=O)(=O)C2)cc1Cl (stereo not given)	-18.8%	-10.5%
CCOc1ccc(CNC(=O)c2ccc(CS(=O)c3ccccc3)o2)cc1 (stereo not given)	3.7%	3.8%
CCc1ccccc1N/C=C(\C#N)c1nc(-c2ccc(C)cc2)cs1	6.0%	3.7%
CCCCN(CC)C(=O)Cn1c(=O)n(-c2ccc(OCC)cc2)c(=O)c2c3c(sc21)CCCC3	-24.1%	-11.4%[57.5 µM]

Taken from above.
For UDG counter, `CCCCN(CC)C(=O)Cn1c(=O)n(-c2ccc(OCC)cc2)c(=O)c2c3c(sc21)CCCC3` is listed with -11.4%[57.5 µM]
For AID inh, `O=C(Nc1ccc(Cl)cc1)C1Sc2nnc(-c3ccccc3)n2NC12CCCCC2` (stereo not given) is listed with -20.5%
For AID inh, `COc1ccc(OC(C)C(=O)NCc2nc(-c3cccc(C)c3)no2)cc1` (stereo not given) is listed with -20.5%[57.5 µM]
For AID inh, `CCC(C)OC(=O)Cn1nnc2sc3c(c2c1=O)CCCC3` (stereo not given) is listed with -2.4%

Among those listed so far, these have bromine.
SMILES	AID inh	UDG counter
O=C(/C=C/c1cccc(Br)c1)c1cccc(O)c1	-16.9%	-3.9%
Cc1nn(CCCC(=O)NCc2ccccc2Br)c(=O)c2c1sc1ccccc12	1.0%	-7.1%
CC(C)c1ccc(NS(=O)(=O)c2cc(Br)cc3c2N(C(=O)C2CC2)CC3)cc1	-7.9%	-4.2%

Next part:
SMILES	AID inh	UDG counter
COc1ccc(CNC(=O)CCc2c(C)nc3nc(CNC(=O)OC(C)(C)C)nn3c2C)cc1	3.5%	-5.7%[57.5 µM]
CC1(C)CC(=O)C2=C(C1)OC1=C(C(=O)CC(C)(C)C1)C2c1cccc(O)c1	-6.5%	0.3%
CC(C)(C)c1ccc(NC(=O)c2cc(F)c(F)c(F)c2F)cc1	-13.7%	-12.3%
Cc1nn2c(nnc3c(=O)n(-c4ccccc4)ccc32)c1-c1ccccc1	4.1%	-0.4%
CCOC(=O)c1ccc(CN(Cc2ccccc2C)S(=O)(=O)c2ccc(F)c(C)c2)cc1	-22.0%	-7.9%
CCC(C)(C#N)NC(=O)Cc1cccs1 (stereo not given)	1.8%	7.6%
CC(=O)c1sc2ccccc2c1C	11.2%	17.3%
CCc1ccc(-n2c(=O)c3cccnc3n2CC(=O)Nc2cc(F)ccc2F)cc1	-0.4%	-8.3%
CCOc1ccc(NC(=O)CN2CCN(c3ccc(Cl)cc3)CC2)cc1	4.0%	2.3%
CCOc1ccc(CCNC(=O)Cn2c(C)c3cnn(-c4ccccc4)c(=O)c3c2C)cc1	-15.8%	2.2%
C/C(=N\NC(=O)Cc1cccs1)c1cccc2ccccc12	-0.5%	-5.0%
COC(=O)CCc1cc2c(C)cc(=O)oc2cc1O	-1.2%	-2.3%
COc1cc(NS(=O)(=O)c2ccc3c(c2)CCN3S(C)(=O)=O)cc(OC)c1	55.2%[activator][57.5 µM]	15.1%[57.5 µM]
N#Cc1ccc2cc[nH]c2c1	15.8%	1.1%
COc1ccc(CN2C(=O)c3oc4ccc(F)cc4c(=O)c3C2c2ccc(O)cc2)cc1 (stereo not given)	14.2%	0.6%
O=C(NCc1ccccc1)C1CCN(C(=O)/C=C/c2cccc(C(F)(F)F)c2)CC1	-7.4%	8.3%
COc1ccc(C(=O)Nc2oc3ccccc3c(=O)c2-c2ccc(OC)cc2)cc1	4.8%	11.3%
Cn1ncc2c(NCc3ccc(Cl)cc3)ncnc21	-28.8%	-1.3%[57.5 µM]
Cc1ccc(NC(=O)C2CCCN(S(=O)(=O)c3c(C)noc3C)C2)cc1 (stereo not given)	6.3%	-3.6%
CC(C)c1ccc(NC(=O)CCC2CCCC2)cc1	-10.4%	-8.2%
O=C1C(=O)N(C2CC2)C(=O)N1Cc1ncc(-c2cccc(Cl)c2)o1	19.5%	7.1%
CC(C)C(=O)Nc1cc(Cl)ccc1Cl	-5.7%	-7.4%
Cc1ccn2cc(CNC(=O)c3cccc(C(F)(F)F)c3)nc2c1	0.1%	3.2%[57.5 µM]
O=C(Cn1cnc(S(=O)(=O)N2CCCC2)c1)Nc1cccc(F)c1	-2.2%	0.2%
CCCC(=O)NNC(=S)NC1CC1	10.2%	8.4%
Cc1nn(C(C)C(=O)NC2CCC(C)CC2)c(=O)c2c1sc1ccccc12 (stereo not given)	5.0%	-9.7%
O=C(NCc1ccccc1)c1cc2ccccc2oc1=O	-8.0%	-2.0%
Cc1ccc2c(COC(=O)CCCN=C3NS(=O)(=O)c4ccccc43)cc(=O)oc2c1	-11.4%	-1.8%
CC(C)N(C(=O)c1cc2c(Cl)nc3ccccc3c2s1)C1CCCCC1	3.8%	-5.5%
Cc1ccccc1NC(=O)Cn1c(=O)c2cccn2c2ccccc21	-4.7%	-8.7%

Already shown: five of the compounds above.
SMILES	AID inh	UDG counter
Cc1ccc(N2CC(NC(=O)c3cccc(Cl)c3)CC2=O)cc1C (stereo not given)	8.1%	5.6%
COc1ccccc1CNC(=O)c1cc2cccc3c2n1CC(C)S3 (stereo not given)	-20.5%	30.6%[activator]
O=C(CSc1nc2c([nH]c3ccccc32)c(=O)n1-c1ccccc1)N1CCc2ccccc21	13.4%	-0.3%[57.5 µM]
CC(C)c1ccc(CN(C)CC(=O)NC(N)=O)cc1	4.2%	4.4%
CCc1ccc(C(N)c2cccs2)cc1 (stereo not given)	-7.9%	-15.5%

(list continues)
SMILES	AID inh	UDG counter
CCOC(=O)C1CCC(CN(Cc2cccc(Br)c2)S(=O)(=O)c2ccc(Cl)cc2)CC1 (stereo not given)	-2.2%	5.9%
CCN(CC)CCNC(=O)c1ccc2c(c1)N(Cc1ccccc1)C(=O)c1ccccc1S2=O (stereo not given)	-2.4%	-9.2%
CCCOC(=O)c1ccc(OC(=O)CCCOc2ccc(Cl)cc2Cl)cc1	0.3%	1.5%
O=C(Nc1cc2c(cc1C(=O)c1cccc(Br)c1)OCCO2)c1ccccc1F	23.6%	12.2%
Cc1ccc(NC(=O)[C@H](Cc2ccccc2)N2Cc3ccccc3C2=O)cc1	0.1%	-5.1%
Cc1ccccc1Nc1nc(-c2ccc([N+](=O)[O-])cc2)cs1	-15.3%	-4.8%
CN(C(=O)c1ccc(N)cc1)C1CCCCC1	-5.0%	-1.3%
COc1ccc(-c2cn3nc(N4CCCC(C(=O)Nc5ccc(Cl)cc5C)C4)sc3n2)cc1 (stereo not given)	5.5%	4.0%
O=C(NC1CCCCCCC1)C1c2ccccc2C(=O)N1CCCN1CCCCC1 (stereo not given)	-8.4%	-7.1%
C[C@H](O)C(=O)C1=Nc2c(nc(N)[nH]c2=O)NC1	1.5%	-4.1%
COc1ccc(-c2noc(CCC(=O)Nc3cccc(C)c3C)n2)cc1OC	78.6%[activator]	-11.1%
Cc1ccc(NC(=O)CCSc2nc(-c3ccco3)cc(C(F)(F)F)n2)cc1F	-9.3%[57.5 µM]	-0.5%[57.5 µM]
CCc1ccc(S(=O)(=O)c2cnc3ccccc3c2N2CCOCC2)cc1	-17.4%	-5.2%
